Source: PubChem
TRHR PAM = TRH receptor (human) allosteric enhancement. P34981. TRHR cells, fluo-8 calcium fluorescence, EC20 TRH enhancement. enhancement, % at 2 µM. actives 0.66% (n = 360,000). AID 493056; in the data active means enhancement above about 30%; further: 0% is about no effect
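TRHR-expressing cells loaded with fluo-8 calcium dye were read kinetically (ex 480/em 530) during compound addition, then stimulated with an EC20 of TRH (10 nM final). Enhancement of the Gq-mediated intracellular calcium response was scored.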
D1 potentiator = human D1 dopamine receptor positive modulation. P21728. HEK293 TREx D1 cells, calcium flux, dopamine EC20 potentiation. actives 0.036% (n = 360,000). potentiation, % at 10 µM; in the data active means potentiation above about 30%; further: 0% is about no effect
Target sequence (P21728 whole entry, looked up): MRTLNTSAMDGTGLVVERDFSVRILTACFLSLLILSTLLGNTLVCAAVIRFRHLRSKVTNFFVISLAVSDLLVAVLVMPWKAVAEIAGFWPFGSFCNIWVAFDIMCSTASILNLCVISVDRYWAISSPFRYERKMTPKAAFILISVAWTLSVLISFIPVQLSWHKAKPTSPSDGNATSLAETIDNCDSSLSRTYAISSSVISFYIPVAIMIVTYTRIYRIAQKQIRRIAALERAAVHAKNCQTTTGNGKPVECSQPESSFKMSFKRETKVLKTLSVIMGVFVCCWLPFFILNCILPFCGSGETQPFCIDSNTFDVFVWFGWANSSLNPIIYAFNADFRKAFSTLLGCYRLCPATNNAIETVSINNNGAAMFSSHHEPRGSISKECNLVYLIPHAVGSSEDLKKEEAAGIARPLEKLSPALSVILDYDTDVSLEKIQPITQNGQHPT
D2 potentiator = D2 dopamine receptor (human) potentiation; P14416; HEK293 T-REx D2, calcium flux, EC20 dopamine potentiation; actives 0.34% (n = 340,000); potentiation, % at 10 µM;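 active means potentiation over 3 SD above the plate norm, cut at about 30% in these data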; further: 0% is about no effect
Target sequence (P14416 whole entry, looked up): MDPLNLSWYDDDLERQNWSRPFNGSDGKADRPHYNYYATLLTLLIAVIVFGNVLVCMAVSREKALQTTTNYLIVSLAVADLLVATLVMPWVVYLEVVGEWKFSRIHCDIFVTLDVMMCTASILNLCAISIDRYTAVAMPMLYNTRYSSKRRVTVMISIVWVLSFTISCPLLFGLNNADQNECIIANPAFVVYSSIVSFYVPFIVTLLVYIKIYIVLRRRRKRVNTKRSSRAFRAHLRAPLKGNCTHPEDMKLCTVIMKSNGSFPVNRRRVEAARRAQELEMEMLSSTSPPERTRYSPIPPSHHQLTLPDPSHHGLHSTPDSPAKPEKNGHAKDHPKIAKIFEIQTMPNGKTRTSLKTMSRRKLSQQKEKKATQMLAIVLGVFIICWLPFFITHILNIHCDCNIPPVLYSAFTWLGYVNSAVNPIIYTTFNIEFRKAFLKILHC
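Tetracycline-induced HEK293 T-REx cells force-coupled to calcium signalling expressed D2; compounds were pin-added after a 10 s baseline, read kinetically 180 s, then an EC20 dopamine challenge followed with a further 180 s calcium read.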
D1 antagonist = human D1 dopamine receptor antagonism; P21728; HEK293 TREx D1 cells, calcium flux, dopamine EC80; active compounds read low; activity change, negative = inhibition, % at 10 µM; actives 3.2% (n = 360,000); AID 504652; in the data active means activity change below about -30%; further: on the % scale 0 is the no-effect control and ±100 the full control effect
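After overnight tetracycline induction at 30 C, force-coupled D1 HEK293 cells took up a no-wash calcium dye at room temperature. Compounds were added and monitored 180 s, and the response to EC80 dopamine was then recorded.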
D2 antag = antagonists of human D2 dopamine receptor; actives 2% (n = 340,000); HEK293 TREx D2 cells, calcium flux, dopamine EC80; inhibition, % at 10 µM; in the data active means inhibition above about 30%; further: 0% is about no effect
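Read-out: kinetic calcium fluorescence (1 cycle/s) in inducible HEK293 T-REx D2 cells after an EC80 dopamine addition that followed 180 s compound preincubation. Loss of the dopamine response indicates antagonism.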
D2 ag = agonists of human D2 dopamine receptor | P14416 | HEK293 T-REx D2 cells, calcium flux agonist mode | activation, % at 2 µM | actives 0.53% (n = 340,000);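 active means activation over 3 SD above normal in the single-dose calcium agonist read, cut at about 30% in these data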; further: 0% is about no effect
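HEK293 Trex D2 cells, tetracycline-induced, o/n 30 C 5% CO2; no-wash Ca dye, RT 30–90 min; 10-cycle baseline, 23 nl cpd added, kinetic Ca read 180 s; agonist hits = positive Ca response.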
TRHR ag = activates the human TRH receptor; P34981; TRHR cells, calcium flux fluo-8, FDSS agonist mode; activation, % at 2 µM; actives 0.18% (n = 360,000); further: 0% is about no effect
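Fluo-8-loaded TRHR cells; 10 s baseline, compound added, kinetic Ca2+ fluorescence read 1/s, agonist mode.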
D1 agonist = human D1 receptor agonism | AID 504660 | HEK293 T-REx D1 cells, calcium flux, agonist mode | P21728 | actives 1% (n = 360,000) | activation, % at 2 µM; further: 0% is about no effect
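Tetracycline-induced HEK293 TREx D1 cells, force-coupled to calcium signalling, were dye-loaded with a no-wash calcium kit. Compound was pin-added after a 10 s baseline. Fluorescence was read kinetically at 1 cycle/s for 180 s, with calcium rises flagged as agonism.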
RXFP1 antagonist = blocks the human relaxin receptor RXFP1. Q9HBX9. HEK293-RXFP1, relaxin-stimulated cAMP HTRF, 30 min; active compounds read low. activity change, negative = inhibition, % at 57.5 µM. actives 0.59% (n = 350,000). AID 1259400;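 active means activity change of -60% or lower, but not beyond a set lower limit; inconclusive means change between -60% and -40%, or beyond the set limit; inactive means change above -40%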; further: on the % scale 0 is the no-effect control and ±100 the full control effect
* hit, by the source's call; ? = inconclusive; · = not tested or not shown; & = joins results of further samples. Unless noted, no stated cut-off is given here; in the data, active means activation above about 30%; inactive means the rest.

SMILES	TRHR PAM	D1 potentiator	D2 potentiator	D1 antagonist	D2 antag	D2 ag	TRHR ag	D1 agonist	RXFP1 antagonist
CCC(C(=O)NCCc1ccccc1)c1ccccc1 (stereo not drawn)	-3	-2	-4	8	-3	-0.3	-0.5	0	9
Cc1ccc(CSc2nnc([C@@H]3CCCN3)o2)cc1	2	4	-3	6	-23	-1.0	0.1	2	-3
COc1ccccc1NC(=O)c1sc2nc(C)c(C(=O)Nc3ccc(Cl)cc3)c(-c3ccc(Br)cc3)c2c1N	2	1	20	-7	·	-0.7	-0.6	48*	-23
Cc1ccc(NC(=O)C2CC3CCC2C3)c(Br)c1 (stereo not drawn)	-1	-1	10	-7	-7	-1.3	0.2	2	-3
CC(C)(Oc1ccc(Cl)cc1)C(=O)NC1CCN(Cc2ccccc2)CC1	-2	-5	-27	-51*	72*	-1.7	-0.1	8	11
COc1ccc(NC(=O)C2CCN(C(=O)C3CC(=O)N(c4ccc(C)cc4)C3)CC2)c(OC)c1 (stereo not drawn)	-1	·	4	3	-6	-3.8	-0.6	4	-6
Cn1c(CSCc2ccc(F)cc2)nnc1SCC(=O)Nc1cccc(C(=O)O)c1	11	-7	-11	9	1	-0.1	0.5	1	0
COC(=O)/C=C1\SC(=NC(=O)c2ccc(OC)cc2)NC1=O	8	-4	·	19	-6	-2.8	1.0	2	-30
O=[N+]([O-])c1cc(S(=O)(=O)Nc2ccc(Cl)cc2)ccc1N/N=C/c1ccncc1	-3	1	2	1	-8	1.2	1.1	3	-2
COC(=O)c1cccc(CSc2nnc(C)s2)c1	-7	3	2	-1	-7	-0.6	0.0	3	4
O=C1C=C(c2cccc(CO)c2)C[C@@H](c2ccc(F)cc2)C1	0	3	-25	·	0	1.2	0.3	4	·
Cc1cccc(CN2CCC(Oc3ccc(C(=O)N4CCCCC4)cc3)CC2)c1	-3	5	-16	6	20	0.4	-0.9	12	-3
O=C(c1cc(-c2ccc(Cl)cc2Cl)on1)N1CCN(C(=O)c2ccco2)CC1	3	-10	49*	-1	-1	0.8	-0.8	15	-5
CC(=O)N1c2ccc(S(=O)(=O)N(C)CC(=O)NCc3ccccc3)cc2CC1C (stereo not drawn)	9	-3	9	-2	1	0.0	-0.2	2	?
COc1cccc2c1Oc1nc(-c3ccccc3)nc(SCC(=O)Nc3ccccc3)c1C2	4	-3	-6	14	·	-0.2	0.8	1	-10
CCOc1ccc(NS(=O)(=O)c2ccc3[nH]cc(C(=O)NCCOC)c(=O)c3c2)cc1	-2&1	-1&0	-14&-8	18&4	-19	0.2&-0.3	-0.5&-0.3	1&-2	1&0
O=C(NCc1ccco1)/C(=C/c1ccccc1)NC(=O)c1ccco1	0	3	·	-2	13	0.9	2.3	1	1
O=[N+]([O-])c1cccc(-c2n[nH]c(=S)n2Cc2ccccc2)c1	3	0	11	-13	-5	-0.8	-0.6	1	8
COc1cccc(-n2c(SCC(=O)NCC3CCCO3)nc3c(c2=O)SCC3)c1 (stereo not drawn)	-4	-1	-2	38	14	-1.3	-0.3	3	7
CCn1c(CNC(=O)c2ccc(F)cc2)cc2ccccc21	5	2	-7	15	-13	-0.7	0.2	7	6
O=C(NCc1ccccc1)C1CCN(S(=O)(=O)c2ccc(Cl)cc2)CC1	-10	-2	-7	3	-9	0.0	-1.1	1	-9
COc1cccc(/C=N/NC(=O)c2ccc(N(C)S(=O)(=O)c3ccccc3)cc2)c1OC	8	0	-10	-36*	13	-0.9	1.5	3	6
CCOc1cc(N2CCOCC2)c(OCC)cc1NC(=O)c1ccccc1C	-3	-5	-1	·	-5	-1.1	-0.5	-1	-8
O=C(CSc1nnc(-c2ccccc2)c(-c2ccccc2)n1)NCc1ccco1	61*	-3	7	8	40*	0.4	-0.3	0	4
O=S(=O)(NC1CCCCC1Sc1ncccn1)c1ccccc1 (stereo not drawn)	6	1	-3	6	-2	0.8	0.2	0	12
COc1cccc(OC)c1OCCCOc1c(OC)cccc1OC	-4	-2	0	-13	0	0.3	-1.3	4	-2
COc1ccccc1CC(=O)NCC1CCCO1 (stereo not drawn)	12	-1	3	4	-1	0.2	-0.4	3	-14
Cc1[nH]c2ccccc2c1SCC(=O)N1CCN(c2ccccc2)CC1	11	-7	-6	-43*	-24	1.1	0.4	-1	9
COc1cccc(Cn2c(CNS(=O)(=O)c3ccc(Cl)s3)nc3cccnc32)c1	0	1	-1	25	·	0.3	-0.6	1	-8
COc1ccc(S(=O)(=O)NCCCCC(=O)O)cc1C(=O)O	4	1	5	1	2	0.0	0.5	-2	4
CSc1ccc(/C=C(\C#N)C(=O)NC2CCCCC2C)cc1 (stereo not drawn)	-3	-1	8	3	-2	-0.8	0.3	0	-18
CN(Cc1ccccc1)C(=O)c1nc2ccccn2c1CN1CCC(N2CCOCC2)CC1	2	-3	9	2	4	1.0	-0.1	2	2
O=C1c2cccc3cccc(c23)C(=O)N1c1cccc(O)c1	6	10	-6	-6	-16	-2.6	-0.8	0	-8
Cc1onc(-c2ccccc2Cl)c1C(=O)OCc1cnc(Cl)s1	1	0	-5	2	10	-0.9	0.2	4	2
CC(NC(=O)c1ccco1)C(=O)N1CCN(C(c2ccccc2)c2ccccc2)CC1 (stereo not drawn)	0	1	3	-32*	5	-0.8	-0.2	1	-10
O=C(O)c1ccc(N/N=C/C2=C(N3CCOCC3)C(=C\c3ccccc3)/CC2)cc1	-8	-3	-5	-19	10	11	18	83*	-11
CCCCNC(=O)c1ccc2c(=O)n(CCCOCC)c(=S)[nH]c2c1	-8	-5	12	-3	28	-1.2	0.5	0	-7
CCc1ccc(N(CC(=O)NC2CCCC2)S(=O)(=O)c2c(C)noc2C)cc1	-3	-3	3	5	-2	0.2	-0.1	-2	·
CC1Sc2ccc(S(=O)(=O)CCC(=O)NC3CCCC(C)C3C)cc2NC1=O (stereo not drawn)	-2	-1	7	-8	-5	-0.4	0.2	5	-1
Cc1nc(SCC(=O)Nc2c(C)n(C)n(-c3ccccc3)c2=O)c(C#N)c(C)c1C	6	-2	11	-4	22	0.3	0.9	2	-4
CN1CCN(C(=O)c2c(NC(=O)c3ccco3)sc3c2CCC(C(C)(C)C)C3)CC1 (stereo not drawn)	14	-6	7	-1	-6	-1.7	-1.3	34*	-1
Cn1c(=O)c2c(SCC(=O)NCC3CCCO3)nc(-c3cccs3)nc2n(C)c1=O (stereo not drawn)	8	-10	-21	12	-6	-1.2	-1.2	4	·
CCCC(=O)N1CCN(C2=NS(=O)(=O)c3ccccc32)CC1	2	-4	-5	3	-19	0.2	-1.3	3	-3
O=C(Cc1ccccc1)NNC(=S)Nc1ccc(Cl)cc1	1	-2	-20	3	5	44*	-0.2	1	-9
CCOc1ccccc1NC(=O)CN(C)S(=O)(=O)c1ccc(OC)c(C)c1	-17	-5	5	3	20	1.0	-0.8	5	-12
Cc1ccc(OCCn2c(-c3ccc(Br)cc3)nc3ccccc3c2=O)cc1C	1	0	1	-7	·	1.1	0.3	0	-2
Cc1cccc(CSc2cn(CC(=O)N3CCCCCC3)c3ccccc23)c1	5	-6	7	-22	·	-0.1	-2.3	10	-21
CCn1c(SCc2c(F)cccc2Cl)nc(=O)c2c(C(=O)OC)cc(C3CC3)nc21	-1	3	13	32	·	0.6	-0.1	2	0
COc1ccc(NC(=O)CN(C)C(=O)c2cn(-c3ccccc3)nc2-c2cccnc2)cc1	-2	-4	-4	-10	8	-1.3	-1.2	-1	-1
S=C(NCc1ccco1)Nc1cc(Cl)c(Cl)cc1Cl	-6	-15	-6	-26	-3	-0.4	0.9	8	9
C/C(Cn1nnc2ccccc21)=N\OC(=O)c1ccccc1C	-1	-5	6	-9	-5	-2.8	-0.1	17	-1
COc1cc2ncc3c(-c4ccc(C)cc4)nn(-c4ccc(F)cc4F)c3c2cc1OC	13	1	1	2	·	1.4	0.1	7	-8
COc1cc2c(cc1OC)C(=O)CC(C)S2 (stereo not drawn)	8	-2	12	3	4	-0.2	-0.1	1	1
Cc1ccc(CNc2nc(C)c(C(=O)N(C)C)s2)cc1	6	0	3	-1	3	-1.8	-2.2	7	-17
COc1ccc(C(=O)NCc2nnc(SCC(=O)N3CCC(C)CC3)o2)cc1	21	-4	8	-17	29	-0.1	-0.4	3	-2
O=C(Nc1nnc(CC2=CCCCC2)s1)Nc1ccccc1F	0	0	-4	5	5	1.6	1.0	3	-5
CC(C)C(NC(=O)c1ccc(F)cc1)C(=O)OCC(=O)N1CC(=O)Nc2ccccc21 (stereo not drawn)	4	0	8	31	-9	-0.2	-0.4	0	-14
O=C(Nc1ccc(N2C(=O)C3C4C=CC(C4)C3C2=O)cc1)Nc1cccnc1 (stereo not drawn)	3	10	-1	12	-6	0.4	0.9	-2	-1
CCSc1nnc2nc(C)cc(C)n12	19	13	-4	-1	2	1.3	-0.2	4	7
O=C(CSC1=NCCN1)Nc1ccccc1[N+](=O)[O-]	4	0	-17	4	-5	-0.4	1.5	1	-27

(further entries)
SMILES	TRHR PAM	D1 potentiator	D2 potentiator	D1 antagonist	D2 antag	D2 ag	TRHR ag	D1 agonist	RXFP1 antagonist
O=[N+]([O-])c1cccc(/C=N/Nc2nc(NCc3ccccc3)nc(N3CCOCC3)n2)c1O	-1	-6	·	-11	·	·	-0.6	1	-5
CCS(=O)(=O)c1ccc2oc(SCC(=O)N3c4ccccc4CC3C)nc2c1 (stereo not drawn)	7	-5	13	-6	-16	0.0	-0.3	2	-8
Cc1ccc(-c2ccccc2NC(=O)CS(=O)CC(=O)Nc2ccc(C)c(Cl)c2)o1 (stereo not drawn)	0	3	·	19	-4	-2.8	0.1	-1	-9
C=CCNC(=O)/C(=C/c1cn(-c2ccccc2)nc1-c1cccc([N+](=O)[O-])c1)NC(=O)c1ccccc1	4	-1	-18	-19	-3	0.2	-0.2	3	·
Cc1cc(C)nc(NC(=O)CSc2nccc(C)n2)n1	12	-1	-2	-2	-9	-0.1	0.8	1	-8
COc1ccc(CCNC(=S)Nc2ccccc2)cc1	0	-14	-8	-36*	-22	-1.5	-2.3	7	-3
